PDI inh = inhibitors of human protein disulfide isomerase. P07237. inhibition, % at 10 µM. PDI insulin aggregation turbidity, A650, 90 min. AID 588391. hit rate 0.052% among 350,000;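 active = mean inhibition across replicates of 30% or more, whatever share of single replicates reach that level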;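 note: absorbance from insulin aggregation driven by PDI reduction with DTT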
H9c2 protect = protects H9c2 cardiomyocytes from peroxide injury | H2O2 injury protection, ATPLite, 2 h | protection from H2O2 cell death, % at 20 µM | hit rate 0.63% among 360,000 | AID 588492;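 active = compounds giving at least 50% protection of heart cells from peroxide-induced death in the single-dose screen, raw or plate-pattern-corrected value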;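 note: 0% = DMSO wells with peroxide and 100% = DMSO wells without peroxide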
Glyco luc inh = blocks N-linked glycosylation in D54 reporter cells | D54 ERlucT glycosylation luciferase reporter, 24 h; percent of 100 nM tunicamycin response | reporter increase, % at 12.5 µM | hit rate 0.23% among 360,000 | AID 588692;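 active = mean luciferase reporter signal, scaled so untreated is 0 and the glycosylation-blocking control 100, at or above a set limit in every replicate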;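 note: luciferase carries N-glycosylation sites so blocking glycosylation raises the light; 0% = median of neutral control wells and 100% = median of 100 nM tunicamycin wells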
MC4R barr agon = agonists of human melanocortin 4 receptor (MC4R) beta-arrestin. P32245. U2OS MC4R beta-arrestin complementation, luminescence; percent of melanotan II response, DMSO zero. activation, % at 8.9 µM. hit rate 0.98% among 360,000. AID 540308;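 active = activation above a per-plate cutoff, the mean activation of sample wells on that plate plus 3 SD, cut at about 8% in these data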
MC4R antag cAMP = human MC4R antagonism in cAMP assay | MC4R-expressing cells, MTII-stimulated cAMP, LANCE TR-FRET | inhibition, % at 6.5 µM | hit rate 0.48% among 360,000 | AID 540295;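 active = inhibition above its plate's cutoff, the mean of tested wells on that plate plus 3 SD, cut at about 29% in these data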;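 note: 0% = Melanotan II alone and 100% = Melanotan II plus saturating MCL0020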
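Material: U2OS-MC4R stable cell line | Reagent: Melanotan II challenge after compound preincubation | Doses: One concentration, 6.5 µM nominal | Incubation: 30-min compound preincubation, 1-h Melanotan II challenge, 1-h detection, room temperature | Signal: TR-FRET cAMP assay | Replicates: One well per compound, no replicates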
m5-HT2A agonist = mouse HTR2A agonism via beta-arrestin recruitment; P35363; CHO-K1 mHTR2A beta-arrestin complementation, luminescence; percent of 30 µM serotonin response; activation, % at 7.6 µM; hit rate 0.66% among 360,000; AID 624169;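 active = activation above a run cutoff, the mean activation of all tested compounds plus 3 SD, cut at about 14% in these data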;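 note: 0% = plate median of compound wells and 100% = 30 µM serotonin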
ABCB6 inh 2 = human ABCB6 transporter inhibition; fluorescence ratio to DMSO, % at 10 µM; AID 602162; Q9NP58; K562-ABCB6 porphyrin accumulation, flow cytometry, 1 h; hits give low values; hit rate 0.19% among 360,000;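 active = fluorescence ratio to DMSO below 75%, the collection mean minus 3 SD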;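 note: signal is porphyrin accumulated inside mitochondria; 100% equals median channel fluorescence of DMSO control wells; lower ratio means ABCB6 inhibition with less porphyrin fluorescence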
Target sequence (Q9NP58 whole entry, looked up): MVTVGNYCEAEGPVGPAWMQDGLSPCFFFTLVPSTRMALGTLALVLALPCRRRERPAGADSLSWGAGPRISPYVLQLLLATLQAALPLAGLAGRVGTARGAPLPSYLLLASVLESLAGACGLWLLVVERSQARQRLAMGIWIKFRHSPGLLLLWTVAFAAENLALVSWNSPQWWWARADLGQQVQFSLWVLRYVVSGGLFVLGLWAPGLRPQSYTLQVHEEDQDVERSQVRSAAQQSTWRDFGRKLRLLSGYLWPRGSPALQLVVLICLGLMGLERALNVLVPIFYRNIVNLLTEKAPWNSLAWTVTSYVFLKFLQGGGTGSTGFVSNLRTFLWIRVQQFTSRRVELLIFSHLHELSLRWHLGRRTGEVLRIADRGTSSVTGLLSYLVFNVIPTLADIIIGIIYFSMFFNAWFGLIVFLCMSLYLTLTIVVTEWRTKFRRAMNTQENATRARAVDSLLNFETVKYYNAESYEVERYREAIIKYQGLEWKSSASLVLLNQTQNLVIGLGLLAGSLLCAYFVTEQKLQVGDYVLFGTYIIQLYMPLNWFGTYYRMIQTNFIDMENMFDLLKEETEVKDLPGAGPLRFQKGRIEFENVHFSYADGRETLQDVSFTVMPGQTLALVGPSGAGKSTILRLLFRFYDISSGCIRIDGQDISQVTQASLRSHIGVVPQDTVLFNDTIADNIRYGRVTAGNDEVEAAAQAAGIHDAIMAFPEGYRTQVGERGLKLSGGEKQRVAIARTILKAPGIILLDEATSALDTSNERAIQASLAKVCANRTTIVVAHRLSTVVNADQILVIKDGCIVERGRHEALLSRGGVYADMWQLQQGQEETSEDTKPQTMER
aDG glyco up = alpha-DG glycosylation activation; AID 624168; hit rate 0.22% among 360,000; activation, % at 10 µM; Pro5-aDG cells, alpha-DG glycosylation AlphaScreen (IIH6); 0% Pro5, 100% B10-LARGE cell signal;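 active = activation of at least 8% versus controls, or a plate z-score of at least 8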;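 note: Pro5 are CHO cells carrying HIG-tagged alpha-DG that lacks glycosylation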
Vif imaging = HIV Vif inhibition; HEK293T cells, Vif self-association by quenched fluorescence, imaging, 24 h; inhibition, % at 7.49 µM; hit rate 0.35% among 340,000; AID 602346; in the data active = inhibition above about 50%, passing the limit was not always enough; note: some results filed as inactive read as strong as hits
CaV13 ICDI inh = Primary screen for inhibitors of IQ motif and Ca2+-dependent inactivation inhibitor domain binding in CACNA1D, Förster resonance energy transfer in living cells, … | hit rate 0.098% among 340,000 | HEK cells, CFP/YFP FRET ICDI-IQ, plate reader, 10 min; percent FRET-ratio fall versus neutral wells | AID 743397 | inhibition, % at 12.3 µM;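 active = mean replicate inhibition of at least 30% and at least 1% of replicates passing that level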;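 note: 0% = median of the neutral control wells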
The depositor's hits bear a star; x = no result given.

SMILES	PDI inh	H9c2 protect	Glyco luc inh	MC4R barr agon	MC4R antag cAMP	m5-HT2A agonist	ABCB6 inh 2	aDG glyco up	Vif imaging	CaV13 ICDI inh
Cc1cc(C)c(C#N)c(SCS(=O)Cc2ccc(Cl)cc2)n1 (stereo unspecified)	-4	11	-4	1.7	-11	-4	98	-0.1	1	-7
O=C(Nc1ccc(N2CCOCC2)cc1)C1CCN(C(=O)OCc2ccccc2)CC1	-3	-7	-4	-0.7	3	2	102	-0.1	-3	9
COCCCn1c(C)nnc1-c1cnn(-c2ccccc2)c1N	7	12	-1	-2.6	-3	0	104	-0.1	5	-5
C/C(=N\NC(=O)c1ccc(N/N=C(\C)c2ccc(O)cc2)cc1)c1ccc(O)cc1	17	50	-7	-0.1	-6	-10	114	0.2	-5	-2
COC(=O)C1CN(S(=O)(=O)c2ccccc2)CCN1S(=O)(=O)c1ccccc1 (stereo unspecified)	-3	4	-4	-1.0	2	-1	97	0.0	3	-6
CC(C)NC(=O)C(=O)c1cn(C)c2ccccc12	1	2	1	-1.1	6	-2	95	0.0	8	0
O=C(CCNC(=O)c1ccccc1Cl)Nc1ccc(Cl)c(C(F)(F)F)c1	0	-22	-1	0.5	11	-2	90	0.8	-1	-5
N#C/C(=C\c1cccnc1)c1ccc(Br)cc1	-5	-5	3	-0.6	14	1	95	0.2	-5	-20
NC(=O)c1cccc(Nc2nc(C(N)COCc3ccccc3)cs2)n1 (stereo unspecified)	-1	88*	2	3.8	-1	11	93	-0.4	20	-5
NS(=O)(=O)c1ccc(CCNC(=O)COC(=O)CCSc2ccc(Cl)cc2)cc1	9	-2	1	-2.7	5	2	98	0.1	-1	-11
Cc1cnc2nc(-c3ccccc3)ccc2c1	x	-10	-5	x	x	0	95	-0.1	-8	-8
COC(=O)c1cnc2c(c1C(=O)OC)c(=O)n(C)c(=O)n2C	10	-9	2	-3.5	1	0	100	0.0	0	-5
Cc1cccc(NC(=O)C2COc3ccccc3O2)n1 (stereo unspecified)	12	3	1	-1.3	7	6	99	0.0	-6	-5
COc1ccc2[nH]c3c(=O)n(Cc4ccc(C(=O)NCC5CCCO5)cc4)c(=S)[nH]c3c2c1 (stereo unspecified)	1	5	-1	-2.9	1	3	91	-0.2	8	0
COc1cc(-c2coc3c(C(=O)NCc4ccc(N(C)C)cc4)cccc23)ccc1O	10	-13	2	1.2	18	5	100	-0.4	-1	-5
O=C(CN1C(=O)NC(c2ccccc2)(c2ccccc2)C1=O)NC1CCCC1	10	6	2	0.1	-3	-1	79	0.0	-5	-5
N#Cc1cccc(NC(=O)C2CCCN(C(=O)c3ccc(Cl)cc3)C2)c1 (stereo unspecified)	12	-10	-2	-1.7	8	-8	104	-0.1	-9	-2
Cc1ccc(OCC(=O)Oc2ccc(C(C)C)cc2)cc1	-1	0	2	2.5	-3	-5	94	0.0	-2	-19
Cc1ccc(S(=O)(=O)NCCCCC(NC(=O)OC(C)(C)C)C(=O)O)cc1 (stereo unspecified) (tested in a mixture with another compound)	11	-2	2	-0.3	5	3	100	-0.3	7	-5
Cc1ccc(S(=O)(=O)N2CCN(c3ccccc3)CC2)c(C)c1	1	0	-2	0.4	7	-10	95	0.0	1	-21

One compound at a time (already shown). Order of values: PDI inh | H9c2 protect | Glyco luc inh | MC4R barr agon | MC4R antag cAMP | m5-HT2A agonist | ABCB6 inh 2 | aDG glyco up | Vif imaging | CaV13 ICDI inh
Record of O=C(Nc1ccc(N2CCOCC2)cc1)C1CCN(C(=O)OCc2ccccc2)CC1 → -3 | -7 | -4 | -0.7 | 3 | 2 | 102 | -0.1 | -3 | 9
Record of COC(=O)C1CN(S(=O)(=O)c2ccccc2)CCN1S(=O)(=O)c1ccccc1 (stereo unspecified) → -3 | 4 | -4 | -1.0 | 2 | -1 | 97 | 0.0 | 3 | -6
Record of COC(=O)c1cnc2c(c1C(=O)OC)c(=O)n(C)c(=O)n2C → 10 | -9 | 2 | -3.5 | 1 | 0 | 100 | 0.0 | 0 | -5
Record of COc1ccc2[nH]c3c(=O)n(Cc4ccc(C(=O)NCC5CCCO5)cc4)c(=S)[nH]c3c2c1 (stereo unspecified) → 1 | 5 | -1 | -2.9 | 1 | 3 | 91 | -0.2 | 8 | 0
Record of Cc1cc(C)c(C#N)c(SCS(=O)Cc2ccc(Cl)cc2)n1 (stereo unspecified) → -4 | 11 | -4 | 1.7 | -11 | -4 | 98 | -0.1 | 1 | -7

Next section.
SMILES	PDI inh	H9c2 protect	Glyco luc inh	MC4R barr agon	MC4R antag cAMP	m5-HT2A agonist	ABCB6 inh 2	aDG glyco up	Vif imaging	CaV13 ICDI inh
Cc1ccc(C(=O)C(C)OC(=O)CCN=C2NS(=O)(=O)c3ccccc32)cc1 (stereo unspecified)	-6	-9	0	-1.1	9	0	97	0.1	1	-6
C=CCOc1ccc(C2/C(=C(\O)c3ccc4c(c3)OCCO4)C(=O)C(=O)N2CCCN2CCOCC2)cc1 (stereo unspecified)	-4	-10	1	2.6	-1	-4	98	0.0	4	-4
O=C(NCc1cccc(F)c1F)C1CCC(=O)N(C2CC2)C1 (stereo unspecified)	1	4	1	1.1	-6	-5	103	-0.5	2	-6
CC(/C=C/c1ccccc1)=N\NC(=O)CSc1ccccn1	4	-2	-1	1.0	-6	3	101	0.1	-1	-5
Cc1nn(-c2ccccc2)c2nc(=O)n(-c3ccccc3)cc12	20	1	1	0.1	2	2	91	0.2	-5	-1
CS(=O)(=O)Nc1ccc(S(=O)(=O)Nc2nccs2)cc1	-3	7	2	2.2	-3	6	102	-0.1	-2	x
O=C(CCN1CCN(Cc2ccccc2)CC1)NNC(=O)Cc1ccc(Cl)c(Cl)c1	-9	18	0	1.4	10	4	101	0.4	-2	-5
CCCCOC(=O)/C(=C/C=C/c1ccccc1)NC(=O)c1ccccc1	6	-2	-1	3.1	1	-2	86	-0.3	-5	-7
CC(C)(C)c1cc(C(=O)NCCCn2ccnc2)cc(C(C)(C)C)c1	-2	-4	-1	-0.7	1	-19	95	0.0	-9	-4
CC(=O)c1cccc(Nc2c3c(nc4ccccc24)CCC3)c1	-85	-11	51*	-0.5	-25	-1	101	0.1	-10	-4
CSc1nc(N(C)NC(=O)c2ccccc2)c2ccccc2n1	1	9	16	-1.3	-20	-2	89	-0.2	-12	-7
O=C1OCC2=C1C(c1ccccc1)CC(=O)N2c1ccc(F)cc1 (stereo unspecified)	10	7	0	-1.1	-2	0	90	-0.2	-4	-6
O=[N+]([O-])c1ccc(S(=O)(=O)NCCc2ccncc2)cc1	7	2	0	-3.5	6	1	96	0.2	3	11
CCOc1ccc(OCC(=O)OCc2cc(=O)n3cc(Br)ccc3n2)cc1	-2	0	5	-0.8	10	-4	99	0.1	30	-15
O=C(c1ccc(CS(=O)c2ccccc2Cl)o1)N1CCOCC1 (stereo unspecified)	1	7	-2	-0.3	0	0	97	-0.3	4	-15
O=C(O)c1ccc(CSCc2ccccc2F)o1	14	8	1	-1.6	-2	-2	89	-0.2	-7	0
CCOCCCNC(=S)NCCc1ccccc1	-4	3	3	-1.6	21	-2	97	0.1	4	-5
COc1cccc(C(=O)NC2CC3CCCC(C2)N3CC(=O)Nc2ccccc2)c1 (stereo unspecified)	0	-2	-2	-0.8	3	-4	92	0.8	-6	-4
c1cncc(-c2nnc3sc(-c4ccco4)nn23)c1	5	7	2	-1.4	10	5	98	-0.1	-8	-4
N#Cc1ccc(C(=O)OCC(=O)Nc2cccnc2Cl)cc1	0	13	1	0.3	3	5	97	-0.1	2	-6

Some entries already given, reduced to MC4R barr agon.
SMILES | MC4R barr agon
CC(C)(C)c1cc(C(=O)NCCCn2ccnc2)cc(C(C)(C)C)c1 | -0.7
Cc1ccc(OCC(=O)Oc2ccc(C(C)C)cc2)cc1 | 2.5

Carrying on.
SMILES	PDI inh	H9c2 protect	Glyco luc inh	MC4R barr agon	MC4R antag cAMP	m5-HT2A agonist	ABCB6 inh 2	aDG glyco up	Vif imaging	CaV13 ICDI inh
CCOC(=O)c1c(C)cc(=O)oc1C	2	4	2	0.2	5	1	92	-0.3	4	-4
Cc1ccnc(NC(=O)CCC(=O)N(CC(=O)NCC2CCCO2)Cc2ccc(F)cc2)c1 (stereo unspecified)	-14	14	1	-2.8	4	-4	97	0.3	-6	x
CC(C)c1ccc(N(CC(=O)NCc2ccc(F)cc2)C(=O)c2snc(C(N)=O)c2N)cc1	4	-2	-1	4.6	4	3	91	0.3	9	-4
CCN1CCN(c2c(Cl)cccc2NC(=O)c2ccc([N+](=O)[O-])cc2)CC1	-1	5	-1	-3.5	-2	-5	102	-0.5	-22	-5
CCc1nc(N)c(C#N)c(-c2ccco2)c1C	3	4	2	-3.1	-8	0	100	0.2	-2	-5
NC(=O)c1cc(S(=O)(=O)NC2CCCCC2)co1	-4	0	3	2.2	4	0	94	-0.1	2	-4
O=C(COc1ccc(Cl)cc1Cl)c1ccc[nH]1	-9	-5	-2	-0.8	-9	-3	100	0.2	-12	-16
CC1(c2ccccc2Cl)NC(=O)N(CC(=O)c2ccc3c(c2)OCO3)C1=O (stereo unspecified)	0	3	4	0.4	13	1	93	-0.2	x	-6
COCC(C)n1c(C)cc(C(=O)COC(=O)CNC(=O)c2ccccc2)c1C (stereo unspecified)	1	10	0	-2.3	4	-6	96	-0.4	-1	-2
CCNC(=S)N(CCCO)Cc1cc2cc3c(cc2[nH]c1=O)OCCO3	1	5	2	1.1	12	1	104	0.0	3	-2
Cc1cccc(OCc2nnc(NC(=O)c3cccs3)s2)c1	-6	2	0	1.7	0	2	100	-0.1	2	-5
Cc1ccc(S(=O)(=O)NCCC(=O)Oc2ccc3ccc(=O)oc3c2)cc1	1	-8	-1	-2.5	18	0	97	-0.2	5	-4
CCC(=O)Nc1ccc2c(c1)nc(CN1CCN(C(C)=O)CC1)n2C	-1	0	0	-2.1	1	-3	88	-0.2	8	-3
CCSc1cc(N2CCCC2)nc(-c2ccc(F)cc2)n1	-9	-19	2	0.1	0	4	111	-0.1	0	-5
Fc1cccc(Cc2c(-c3cccc(Br)c3)nc3ccc(Br)cn23)c1	x	2	-1	x	x	3	104	-0.3	x	-3
C/C(=N\NC(=O)c1nnn(-c2nonc2N)c1CSc1ccc(C)cc1)c1ccco1	-11	0	-3	-4.0	0	3	96	-0.1	3	-3
Cc1cccc(OCC(=O)NNC(=O)Nc2cccc(Cl)c2)c1C	-6	-4	-3	10*	-1	4	92	0.4	8	x

Screens (PubChem BioAssay)
